GRK2 aptamer HTS: blocks RNA aptamer binding to human GRK2; inhibition of aptamer binding, % at 10 µM; AID 488847; bead flow cytometry, FAM-aptamer displacement from GRK2; 330,000 compounds, 0.59% hits; P25098;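 active means inhibition of aptamer binding above 40%, roughly 3 SD of noise, on plates passing a quality check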;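 further: median bead fluorescence of bound FAM aptamer so fluorescent compounds give negative values; no value below 0 was filed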
Target sequence (P25098 whole entry, looked up): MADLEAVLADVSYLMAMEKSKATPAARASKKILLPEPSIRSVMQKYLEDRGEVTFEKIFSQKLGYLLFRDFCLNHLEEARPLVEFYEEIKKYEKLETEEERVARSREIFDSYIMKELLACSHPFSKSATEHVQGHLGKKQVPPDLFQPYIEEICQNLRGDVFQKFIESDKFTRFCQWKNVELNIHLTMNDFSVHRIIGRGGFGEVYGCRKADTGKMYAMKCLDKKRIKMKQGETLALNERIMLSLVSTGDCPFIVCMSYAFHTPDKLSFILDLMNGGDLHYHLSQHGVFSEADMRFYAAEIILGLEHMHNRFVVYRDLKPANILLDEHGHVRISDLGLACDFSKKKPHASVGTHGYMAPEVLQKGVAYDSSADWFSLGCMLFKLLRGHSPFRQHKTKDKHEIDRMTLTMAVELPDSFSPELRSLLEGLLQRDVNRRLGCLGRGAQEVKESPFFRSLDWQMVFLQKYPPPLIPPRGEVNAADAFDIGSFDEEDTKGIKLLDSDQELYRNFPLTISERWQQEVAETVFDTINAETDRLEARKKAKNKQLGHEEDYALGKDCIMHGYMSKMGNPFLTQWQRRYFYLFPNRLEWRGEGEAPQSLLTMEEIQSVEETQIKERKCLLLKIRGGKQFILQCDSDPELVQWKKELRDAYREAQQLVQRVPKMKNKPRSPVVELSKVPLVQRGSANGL
AGP1 TOR yeast: alters AGP1-GFP fluorescence in TOR pathway yeast screen; S. cerevisiae AGP1-GFP multiplex flow cytometry, 3 h; GFP as percent of DMSO wells; GFP response vs DMSO, % at 10 µM; 320,000 compounds, 0.02% hits;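 active means GFP response relative to DMSO above a set limit, near screen average plus 3 SD, cut at about 150% in these data; inconclusive means fewer than 70 cells counted for the yeast strain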;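 further: median GFP channel fluorescence of the gated AGP1 strain per well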
GASC-1 inh: human JMJD2C demethylase inhibition. AID 2099. inhibition, % at 2.35 µM. Q9H3R0. GST-JMJD2C(1-420) H3K9me3 demethylation, DELFIA europium. 330,000 compounds, 0.069% hits;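 active means more than half of a compound's replicate wells show inhibition beyond 50%, single wells judged on their own value; inconclusive means some, but no more than half, of replicates pass 50% inhibition; inactive means no replicate passes 50% inhibition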;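 further: signal counts dimethyl H3K9 product captured on neutravidin plate; 0% = median of DMSO wells and 100% = 0.3 times that DMSO median; strong numbers were not always called active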
Target sequence (Q9H3R0 1-420 limits assumed): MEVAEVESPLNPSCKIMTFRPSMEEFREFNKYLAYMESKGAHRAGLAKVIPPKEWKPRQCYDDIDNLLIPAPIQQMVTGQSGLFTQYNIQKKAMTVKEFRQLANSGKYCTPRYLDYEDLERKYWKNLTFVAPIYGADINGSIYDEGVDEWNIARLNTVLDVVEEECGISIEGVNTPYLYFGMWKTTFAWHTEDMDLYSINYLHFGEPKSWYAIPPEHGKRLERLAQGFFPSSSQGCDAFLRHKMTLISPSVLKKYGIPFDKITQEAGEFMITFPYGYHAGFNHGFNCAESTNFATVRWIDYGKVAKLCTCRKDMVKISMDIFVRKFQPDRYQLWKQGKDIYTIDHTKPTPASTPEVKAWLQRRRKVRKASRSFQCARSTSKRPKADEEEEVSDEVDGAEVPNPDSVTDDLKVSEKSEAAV
VLA-4 inh: inhibition in a human VLA-4 binding assay. P13612. 330,000 compounds, 0.2% hits. VLA-4 expressing cells, ligand binding flow cytometry. inhibition, % (about 7 µM as worked out from the volumes in the protocol); in the data active means inhibition above about 50%
MEP2-GFP yeast: alters MEP2-GFP fluorescence in TOR pathway yeast screen | S. cerevisiae MEP2-GFP strain, flow cytometry GFP, 3 h; 100% = DMSO control level | GFP response vs DMSO, % at 10 µM | AID 2016 | 330,000 compounds, 0.51% hits;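 active means GFP response versus DMSO above a set limit, roughly screen mean plus 3 SD, cut at about 180% in these data; inconclusive means fewer than 70 cells counted for a yeast strain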;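 further: median GFP fluorescence of the barcode-gated MEP2-GFP cells per well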
CIT2 TOR yeast: alters CIT2-GFP fluorescence in TOR pathway yeast screen; 320,000 compounds, 0.065% hits; S. cerevisiae CIT2-GFP strain, flow cytometry, 3 h; 100 means same as DMSO wells; GFP response vs DMSO, % at 10 µM;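 active means GFP response relative to DMSO above a set limit, near the screen mean plus 3 SD, cut at about 150% in these data; inconclusive means Fewer than 70 cells measured for a yeast strain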;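 further: ratio of well median GFP fluorescence to mean of DMSO wells on the plate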
LAP4-GFP MLPCN: alters LAP4-GFP fluorescence in TOR pathway yeast screen. S. cerevisiae LAP4-GFP multiplex, flow cytometry GFP, 3 h; median GFP as percent of DMSO wells. GFP response vs DMSO, % at 10 µM. 320,000 compounds, 0.34% hits. AID 2023;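 active means GFP response vs DMSO above a set limit, about the screen mean plus 3 SD, cut at about 150% in these data; inconclusive means under 70 cell events counted for the yeast strain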
RPL19A-GFP yeast: modulators of TOR pathway RPL19A-GFP in S. cerevisiae. 330,000 compounds, 0.3% hits. S. cerevisiae RPL19A-GFP strain, flow cytometry, 3 h; stronger effect = lower value. percent response vs DMSO, % at 10 µM. AID 2025;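 active means percent response vs DMSO below 50%; inconclusive means fewer than 70 events counted for the yeast strain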;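 further: median channel GFP fluorescence of the barcoded RPL19A-GFP strain; ratio of sample median GFP to plate DMSO average so 100% = DMSO; lower means less RPL19A-GFP as with rapamycin TOR inhibition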
Starred values were filed as active, the others as inactive; ? = inconclusive; & = joins results of further samples; [ ] = dose if it differs, or a comment.

SMILES | GRK2 aptamer HTS | AGP1 TOR yeast | GASC-1 inh | VLA-4 inh | MEP2-GFP yeast | CIT2 TOR yeast | LAP4-GFP MLPCN | RPL19A-GFP yeast
COc1ccc(OC)c(NC(=O)NNC(=O)COc2ccc(-c3ccccc3)cc2)c1 | 0.0 | 90.0 | -3.5 | 2.0 | 92.0 | 90.5 | 89.0 | 93.0
COc1ccc(CNC(=O)C2=C(C)C(=O)OC23CCC(C)CC3)cc1 (stereo unspecified) | 1.0 | 99.2 | 4.1 | -4.3 | 98.5 | 95.7 | 100.0 | 98.2
O=C(CCN1CCCCCC1)c1ccccc1 | 2.0 | 98.6 | 5.8 | 7.2 | 98.9 | 95.5 | 100.6 | 98.5
CC(C)COC(=O)n1ccc(C(=O)N2CCCCC2)n1 | 3.0 | 96.4 | -18.3 | 8.8 | 102.1 | 95.0 | 100.7 | 96.2
CCC(CC)C(=O)NCc1cccnc1 | 2.0 | 93.8 | -2.9 | 9.1 | 99.6 | 103.4 | 95.4 | 105.2
Cc1cc(OC(C)C(=O)N2CCN(c3ccccc3)CC2)c2c(C)c(C)c(=O)oc2c1 (stereo unspecified) | 3.0 | 101.2 | -3.0 | 7.0 | 103.4 | 99.8 | 98.0 | 100.5
Cc1ccc(NCCC(=O)c2cccs2)cc1C | 0.0 | 95.1 | -3.4 | -1.2 | 93.5 | 83.0 | 120.5 | 96.2
CC#CC[N+](C)(C)CCCCCC | 0.0 | 115.6 | -3.2 | 7.1 | 85.6 | 106.1 | 100.1 | 92.1
CCCn1nc(C(=O)NNC(=O)c2cc(S(=O)(=O)NC)ccc2Br)c2ccccc2c1=O | 1.0 | 103.4 | 3.2 | 0.5 | 101.1 | 96.9 | 99.8 | 99.2
COc1cccc(NC(=O)Cn2c(-c3cncs3)nc3ccccc32)c1 | 1.0 | 90.0 | 2.2 | 8.8 | 92.6 | 88.3 | 91.2 | 88.0
O=C(NC(=S)NC1CCS(=O)(=O)C1)c1ccccc1F (stereo unspecified) | 0.0 | 99.4 | 5.5 | -16.9 | 99.9 | 97.1 | 104.1 | 96.2
CCCCCN(C(=O)CCC(=O)OC(C)C(=O)c1ccccc1)c1c(N)n(CCCC)c(=O)[nH]c1=O (stereo unspecified) | 1.0 | 112.6 | -3.5 | 2.9 | 104.2 | 106.7 | 105.9 | 100.6
N#C/C(=C\c1cn[nH]c1-c1ccccc1Br)C(=O)O | 0.0 | 80.3 | -22.6 | -0.2 | 111.1 | 79.9 | 92.5 | 101.2
Cc1cccc(N2CCN(C(=O)C3CCN(S(=O)(=O)c4c(C)noc4C)CC3)CC2)c1C | 0.0 | 96.9 | -10.5 | 5.3 | 99.3 | 95.4 | 96.2 | 99.2
Cc1ccc(C(=O)NCC(=O)OCC(=O)c2ccc(Cl)s2)cc1 | 0.0 | 106.5 | 0.6 | 1.2 | 100.0 | 98.3 | 111.2 | 96.8
O=C(CCn1c(=O)c2ccccc2n(CC(=O)NC2CCCC2)c1=O)NCc1ccco1 | 0.0 | 95.5 | -16.6 | 12.2 | 100.8 | 101.2 | 98.3 | 96.3
Cn1cccc1/C=N/NC(=O)c1cccs1 | 1.0 | 104.0 | 28.5 | 21.5 | 106.5 | 102.7 | 107.0 | 100.0
Cc1cc(C)cc(NCc2cc(=O)oc3cc(C)c(O)cc23)c1 | 2.0 | 99.0 | -38.9 | 19.4 | 104.0 | 101.1 | 93.0 | 105.4
CCC(=O)N1CCc2cc(S(=O)(=O)Nc3ccc4c(c3)OCCO4)ccc21 | 3.0 | 102.1 | 22.0 | -9.0 | 100.0 | 96.3 | 96.1 | 96.1
CC(/C=N/Nc1nncc(=O)[nH]1)=C\c1ccccc1 | 4.0 | 99.7 | 2.2 | -2.7 | 96.6 | 92.4 | 96.4 | 99.6
CC1CCCN(CCC(=O)Nc2ccc(Br)cc2)C1 (stereo unspecified) | 0.0 | 92.4 | 5.8 | -6.5 | 102.1 | 88.9 | 100.5 | 96.0
COc1cccc(/C=N/NC(=O)CC2C(=O)NN=C2C)c1O (stereo unspecified) | 66.0* | ? | -1.4 | 1.8 | ? | ? | ? | 11.2*[may fluoresce violet]
COc1ccc(C(=O)NC2CCSC2=O)cc1 (stereo unspecified) | 0.0 | 102.7 | 2.2 | 13.7 | 102.5 | 101.7 | 100.1 | 99.6
Cc1cc(C)cc(NC(=O)/C(C#N)=C/c2cn(CC(=O)NCc3ccco3)c3ccccc23)c1 | 0.0 | 97.0 | 3.8 | 19.3 | 98.2 | 99.2 | 90.6 | 100.2
O=C(CCn1c2c(c3ccccc31)CCCC2)NNC(=O)c1ccccc1Cl | 0.0 | 99.0 | 13.0 | -4.5 | 104.6 | 93.7 | 101.1 | 102.4
The list continues:
SMILES | GRK2 aptamer HTS | AGP1 TOR yeast | GASC-1 inh | VLA-4 inh | MEP2-GFP yeast | CIT2 TOR yeast | LAP4-GFP MLPCN | RPL19A-GFP yeast
Cc1ccc(C(=O)NN(C)c2nc3ccccc3nc2C(F)(F)F)cc1 | 0.0 | 97.1 | 2.6 | -3.4 | 94.3 | 99.6 | 96.0 | 95.2
CCCCNC(=S)NNC(=O)c1nn(C)cc1Cl | 0.0 | 103.4 | 5.8 | 48.8 | 99.8 | 98.4 | 99.2 | 102.6
CCCCc1c(C)nc2ccccc2c1SCCC#N | 2.0 | 101.7 | 8.1 | 2.9 | 101.5 | 104.6 | 88.8 | 105.2
CCCC(=O)Nc1cc(OC)c(C(=O)OC)cc1Cl | 0.0 | 100.0 | 2.5 | 29.6 | 103.4 | 112.7 | 108.0 | 117.7
S=c1[nH]nc(-c2cccnc2)n1/N=C/c1cccs1 | 0.0 | 96.7 | 3.4 | 9.5 | 89.8 | 97.9 | 86.2 | 96.7
CC(Sc1nnc2ccccn12)C(=O)N1CCc2ccccc2C1 (stereo unspecified) | 2.0 | 110.5 | -4.8 | 4.1 | 104.9 | 104.7 | 102.9 | 101.4
CC(=O)N1CCN(CC(C)(C)NS(=O)(=O)c2ccccc2)CC1 | 0.0 | 45.3 | 4.6 | 1.2 | 114.7 | 84.9 | 91.3 | 100.3
CC1=NOC(=O)/C1=C\c1ccc2c(c1)OCO2 | 0.0 | 86.7 | 5.5 | 25.4 | 88.8 | 85.9 | 125.4 | 88.0
Cc1c(Cl)c(=O)oc2cc(OC(C)C)ccc12 | 4.0 | 97.0 | 0.1 | 8.2 | 97.6 | 94.5 | 93.3 | 97.6
CCOC(=O)C1CCN(C(=O)C2(NC(=O)NC3CCCCC3)CCCCC2)CC1 | 3.0 | 96.6 | 4.1 | -2.8 | 108.1 | 100.0 | 96.7 | 99.3
CCN(CC(=O)Nc1cccc(C(C)=O)c1)S(=O)(=O)c1ccc(OC)cc1 | 2.0 | 109.2 | 5.2 | 7.7 | 107.0 | 102.2 | 100.1 | 105.3
CCn1cc(C(=O)NCCCN2CCC(C)CC2)c(=O)c2cc(S(=O)(=O)N3CCCC3)ccc21 | 1.0 | 109.0 | -8.6 | 5.0 | 106.6 | 103.3 | 104.2 | 104.9
CC(C(=O)N1CCOCC1)c1ccc([N+](=O)[O-])cc1 (stereo unspecified) | 0.0 | 100.9 | 1.1 | -9.8 | 99.3 | 102.3 | 96.9 | 103.7
Cc1nc2ccc(S(=O)(=O)NCC(=O)N3CCC(C)CC3)cc2s1 | 1.0 | 106.8 | -6.0 | 6.2 | 104.5 | 107.3 | 103.7 | 99.4
O=C(COC(=O)CCc1ccc(S(=O)(=O)N2CCCCC2)cc1)Nc1ccc2c(c1)OCO2 | 2.0 | 91.9 | -26.3&7.1 | 2.7 | 95.4 | 88.4 | 97.8 | 90.9
CCOC(=O)N1CCN(C(=O)CN(C2CCCCC2)S(=O)(=O)c2c(C)cc(C)cc2C)CC1 | 0.0 | 110.7 | -0.4 | 16.3 | 114.7 | 110.7 | 90.3 | 102.4
CN(C(=O)CCc1nnc(Cc2ccc(-c3ccccc3)cc2)o1)C1CCOCC1 | 0.0 | 100.4 | 17.4 | 1.6 | 96.4 | 92.8 | 90.0 | 96.0
O=C(COc1ccc(C(=S)N2CCOCC2)cc1)Nc1ccccc1C(F)(F)F | 0.0 | 101.0 | -7.1 | 24.4 | 102.2 | 98.7 | 98.1 | 99.0
Cc1c(Cl)cnc(NC(=O)COC(=O)CNC(=O)c2ccccc2)c1Cl | 4.0 | 93.9 | -3.5 | -4.9 | 93.5 | 97.2 | 92.0 | 94.2
CCOc1ccc(CC(C(N)=O)C(N)=O)cc1 | 0.0 | 89.7 | -4.0 | -3.2 | 88.3 | 86.8 | 102.6 | 86.9
O=C(Nc1ccc(Nc2ccncc2)cc1)c1ccc(Nc2ccnc3ccc([N+](=O)[O-])cc23)cc1[N+](=O)[O-] | 0.0 | 105.0 | -13.7 | 2.9 | 96.9 | 104.8 | 102.1 | 103.8
COc1ccc(CCNC(=O)c2cc(-c3cccs3)on2)cc1OC | 0.0 | 95.7 | -2.1 | -6.4 | 103.5 | 102.2 | 99.9 | 96.5
CCOC(=O)Cc1c(C)nc2c(-c3cccc(Br)c3)cnn2c1C | 0.0 | 94.1 | -6.6 | 6.1 | 92.3 | 95.5 | 89.4 | 96.4
CC(=O)Nc1ccc(S(=O)(=O)N2CCC(C(=O)O)(c3ccccc3)CC2)cc1 | 0.0 | 99.4 | -47.5 | -4.8 | 97.9 | 101.0 | 96.5 | 103.3
Cc1ccc(Cl)cc1N1CCN(C(CC(C)C)c2nnnn2CC2CCCO2)CC1 (stereo unspecified) | 1.0 | 94.7 | 10.0 | -12.0 | 101.6 | 97.3 | 95.7 | 95.5

Two compounds from above, showing only RPL19A-GFP yeast and GRK2 aptamer HTS.
molecule	RPL19A-GFP yeast	GRK2 aptamer HTS
CC(=O)Nc1ccc(S(=O)(=O)N2CCC(C(=O)O)(c3ccccc3)CC2)cc1	103.3	0.0
O=C(COc1ccc(C(=S)N2CCOCC2)cc1)Nc1ccccc1C(F)(F)F	99.0	0.0

Next section
SMILES | GRK2 aptamer HTS | AGP1 TOR yeast | GASC-1 inh | VLA-4 inh | MEP2-GFP yeast | CIT2 TOR yeast | LAP4-GFP MLPCN | RPL19A-GFP yeast
CCN(C(=O)c1ccc(NC(C)=O)cc1)c1ccccc1 | 1.0 | 109.7 | -44.7 | -10.7 | 107.7 | 103.8 | 104.9 | 107.1
COc1ccc(CNC(=O)CN(C)Cc2ccc(SC)cc2)cc1 | 0.0 | 103.4 | 36.7 | 4.6 | 107.9 | 106.7 | 98.9 | 106.5
COC(=O)Cn1cnc2ccccc2c1=O | 1.0 | 94.9 | -8.8 | 14.8 | 92.2 | 95.7 | 92.4 | 89.8
CCOC(=O)c1c(C)[nH]c(NC(=O)NNC(=O)c2ccc(OC)cc2)c1C | 0.0 | 93.3 | 3.9 | 15.3 | 92.2 | 91.5 | 84.3 | 94.7
N#Cc1nc(-c2ccco2)oc1NCc1ccc(F)cc1 | 0.0 | 91.4 | 7.1 | -0.6 | 101.7 | 91.6 | 100.9 | 96.7
CN(C)S(=O)(=O)c1ccc(C(=O)Oc2ccccc2)cc1 | 1.0 | 94.6 | 16.3 | 3.6 | 100.3 | 91.8 | 115.6 | 96.6
Cc1cccc(-c2cc(C(=O)N/N=C/c3cccnc3)c3ccccc3n2)c1 | 2.0 | 107.2 | 4.4 | -4.3 | 100.3 | 99.8 | 105.2 | 99.7
Cc1ccc(Cn2ccnc2C(=O)Nc2ccccc2)cc1 | 0.0 | 96.8 | 6.4 | 6.1 | 96.1 | 98.0 | 93.3 | 104.0

Screening results as filed in PubChem BioAssay.
